Source: PubChem (Broad Institute)
RAD54 inh: RAD54 (human) branch migration inhibition. inhibition, % at 10.4 µM. RAD54 Holliday junction branch migration, FAM/BHQ fluorescence. AID 602329. 0.14% of 360,000 active;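 active = mean normalized replicate activity at least 40 and at least half of replicates scoring 40 or more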;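 also: 0% = median of neutral control wells and 100% = median of positive control wells; inhibitors cause a drop in the FAM fluorescence signal; in these data hits start at about 50%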
RAD52 anneal inh: RAD52 (human) annealing inhibition. P43351. recombinant RAD52 DNA annealing, FRET fluorescence. inhibition, % at 18.7 µM. 0.46% of 360,000 active;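 active = every replicate showing at least 50% inhibition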
Target sequence (P43351 whole entry, looked up): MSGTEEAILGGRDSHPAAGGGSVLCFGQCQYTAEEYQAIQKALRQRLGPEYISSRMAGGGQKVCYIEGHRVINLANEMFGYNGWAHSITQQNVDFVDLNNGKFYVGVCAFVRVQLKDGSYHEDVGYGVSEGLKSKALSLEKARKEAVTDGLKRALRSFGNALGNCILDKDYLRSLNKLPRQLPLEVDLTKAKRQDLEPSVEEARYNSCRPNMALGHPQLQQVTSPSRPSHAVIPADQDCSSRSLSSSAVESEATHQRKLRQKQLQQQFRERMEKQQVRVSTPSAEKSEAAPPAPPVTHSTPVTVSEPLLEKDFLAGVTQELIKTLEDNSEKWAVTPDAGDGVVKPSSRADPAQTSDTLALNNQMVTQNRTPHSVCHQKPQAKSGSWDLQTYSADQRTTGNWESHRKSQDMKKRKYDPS
FN deposition inh: fibronectin deposition inhibition; inhibition, % at 12.6 µM; 0.086% of 350,000 active; AH1F fibroblasts, Alexa488-fibronectin deposition fluorescence, overnight;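 active = mean inhibition across replicates of 30% or more, regardless of how many single replicates reach that level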;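 also: positive control wells lacked labelled fibronectin entirely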
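Measured by – fluorescence 485/525 nm · System – AH1F fibroblast monolayer, labelled fibronectin deposition · Amount – 10000 cells per well · Buffer or medium – serum-reduced DMEM (2% serum) · Doses – single dose, pinned · Also added – fluorescent fibronectin at 24 nM final · Schedule – 1 h cell attachment, overnight exposure to compound and label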
S100A4 MyoIIA: blocks human S100A4 binding to myosin IIA peptide; inhibition, % at 10.7 µM; 0.14% of 360,000 active; S100A4/TAMRA-MyoIIA peptide fluorescence polarization; P26447; AID 652163;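 active = mean inhibition of at least 70% across replicates, with every replicate also reaching that level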
Target sequence (P26447 whole entry, looked up): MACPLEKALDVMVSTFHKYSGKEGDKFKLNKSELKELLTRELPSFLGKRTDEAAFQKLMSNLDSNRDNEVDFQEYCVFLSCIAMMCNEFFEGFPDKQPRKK
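Material: human S100A4 monomer with TAMRA-labelled myosin IIA peptide; buffer or medium: HEPES pH 7.2 with CaCl2, KCl, NaCl, DTT, Triton; compound dosing: one concentration per compound; schedule: 5 min incubation before reading; benchmarks: neutral control DMSO, positive control TFP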
EWS-Fli block: inhibitors of EWS/Fli oncoprotein transcriptional activity; A673 NR0B1-luciferase reporter, viability-normalised; inhibition, % at 12.6 µM; 0.67% of 350,000 active;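 active = mean inhibition of at least 50% after viability correction, with every replicate also passing that limit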;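 also: firefly luciferase signal divided by Alamar Blue viability fluorescence both relative to DMSO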
E-selectin induc: E-selectin induction on HUVECs; activation, % at 7.58 µM; P16581; HUVEC E-selectin immunofluorescence imaging; normalized: neutral wells 0, TNF-alpha wells 100; 0.37% of 260,000 active; AID 686992;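 active = mean E-selectin-positive cell signal at least 10% of the positive control, reached in at least 60% of replicates, without over 20% cell loss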;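 also: in these data hits start at about 27%; measured in HUVEC primary endothelial cells; signal is the percent of cells scored E-selectin positive by PE staining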
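Assay system: HUVEC, human umbilical vein endothelial cells / Amount: 3,000 HUVEC/well / Controls: TNF-alpha positive control, DMSO neutral control / Compound dosing: single concentration / Medium: EGM-2 over gelatin coat / Evaluation: percent E-selectin-positive cells / Signal: immunofluorescence imaging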
XiGFP reactiv: X-chromosome reactivation activator. XiGFP mouse fibroblasts, % GFP-positive cells imaging, 3 d; cells co-treated with 5-aza-dC sensitizer; scaled so ellipticine positive control = 100%. activation, % at 7.58 µM. 0.055% of 360,000 active. AID 743238;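 active = mean normalized replicate activation at least 10% and every replicate at or above 10%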;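 also: 0% = median of on-plate neutral control wells and 100% = ellipticine 6 µM median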
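System: XiGFP fibroblasts, SV40-immortalized. Medium: DMEM plus 5-aza-dC sensitizer. Doses: single point. Timing: 3 d treatment, 15 min room-temperature fixation. Control set: ellipticine 6 µM.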
esBAF inh: SWI/SNF esBAF complex inhibition | mouse ES cells, Bmi1-luciferase knock-in reporter, 24 h; 100% = twice the neutral-well signal | reporter increase, % at 12.5 µM | 2% of 350,000 active; in the data active = activation above about 40%;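 also: 0% = median of the plate's neutral control wells and 100% = double that signal; a rise in the Bmi1 reporter signal indicates esBAF inhibition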
Numbers without * were called inactive; · = not tested or not shown. An excerpt; the hit share may differ from the screen's.

Screens in order – RAD54 inh, RAD52 anneal inh, FN deposition inh, S100A4 MyoIIA, EWS-Fli block, E-selectin induc, XiGFP reactiv, esBAF inh
(1) COC(=O)C1=C(c2ccc(-c3ccccc3)c(F)c2)C[C@@H]2CC[C@H]1N2C(=O)NCc1ccc(F)cc1
 : -3, -4, -2, -3, 7, 0.1, 0.1, 3
(2) COCCN1Cc2cc(=O)n3c([nH]c4ccccc43)c2C1=N
 : 1, -19, 10, -2, -59, 1.2, 0.2, ·
(3) Cc1ccc2c(c1)C1CN(C)CCC1N2C(=O)c1cccnc1Cl (stereo not drawn)
 : ·, 3, -14, 3, 8, 9.5, 0.0, -1
(4) COC(=O)C1=C(c2ccccc2OCc2ccccc2)C[C@@H]2CC[C@H]1N2C(=O)NCc1ccc([N+](=O)[O-])cc1
 : 8, -2, -13, -4, 6, -0.3, -0.1, -5
(5) CCCCCC[N+](=O)[O-]
 : 1, -15, ·, -5, -1, ·, ·, -5
(6) COc1ccc(CN2CCCC(C(=O)c3ccccc3SC)C2)cc1O (stereo not drawn)
 : 3, -13, -5, 1, 15, ·, 0.1, -10
(7) COc1cc2c(c(OC)c1O)-c1ccc(OC)c(=O)cc1C(NC(=O)C(F)(F)F)CC2 (stereo not drawn)
 : ·, -15, 0, -2, 37, 0.3, 0.7, ·
(8) CC(=O)N1CCN(Cc2ccc(Cl)nc2)CC1
 : -6, 0, -3, -1, 13, 0.2, 0.0, -5
(9) N#Cc1ccc(NC(=O)CN2C(=O)NC3(CCCCCCC3)C2=O)cc1Cl
 : -8, -9, -15, 0, 5, 0.6, 0.1, -15
(10) O=C(O)C(Cc1cnc[nH]1)NS(=O)(=O)c1ccc(Br)cc1 (stereo not drawn)
 : 2, -15, 5, 2, -3, 0.6, 0.2, -3

(listing goes on)
Screens in order – RAD54 inh, RAD52 anneal inh, FN deposition inh, S100A4 MyoIIA, EWS-Fli block, E-selectin induc, XiGFP reactiv, esBAF inh
(11) COc1ccc(CC2NCC(O)C2OC(C)=O)cc1 (stereo not drawn)
 : -4, -39, ·, 18, 59*, ·, ·, -69
(12) CN1CC[C@]23c4c5ccc(OC6OC(C(=O)O)[C@@H](O)C(O)[C@H]6O)c4OC2C(O)C=CC3[C@H]1C5 (stereo partly drawn)
 : 8, 2, ·, 0, 2, ·, ·, 1
(13) NCCc1c[nH]c2ccc(O)cc12
 : 5, 11, -10, 15, -4, 0.3, 0.3, 2
(14) C#CCN(C)C(C)Cc1ccccc1 (stereo not drawn)
 : 11, 3, -5, -9, -8, -0.1, 0.1, 10

Gathered by group: those above with a halogen (6)
Screens in order – RAD54 inh, RAD52 anneal inh, FN deposition inh, S100A4 MyoIIA, EWS-Fli block, E-selectin induc, XiGFP reactiv, esBAF inh
(1) COC(=O)C1=C(c2ccc(-c3ccccc3)c(F)c2)C[C@@H]2CC[C@H]1N2C(=O)NCc1ccc(F)cc1
 : -3, -4, -2, -3, 7, 0.1, 0.1, 3
(3) Cc1ccc2c(c1)C1CN(C)CCC1N2C(=O)c1cccnc1Cl (stereo not drawn)
 : ·, 3, -14, 3, 8, 9.5, 0.0, -1
(7) COc1cc2c(c(OC)c1O)-c1ccc(OC)c(=O)cc1C(NC(=O)C(F)(F)F)CC2 (stereo not drawn)
 : ·, -15, 0, -2, 37, 0.3, 0.7, ·
(8) CC(=O)N1CCN(Cc2ccc(Cl)nc2)CC1
 : -6, 0, -3, -1, 13, 0.2, 0.0, -5
(9) N#Cc1ccc(NC(=O)CN2C(=O)NC3(CCCCCCC3)C2=O)cc1Cl
 : -8, -9, -15, 0, 5, 0.6, 0.1, -15
(10) O=C(O)C(Cc1cnc[nH]1)NS(=O)(=O)c1ccc(Br)cc1 (stereo not drawn)
 : 2, -15, 5, 2, -3, 0.6, 0.2, -3
